# eIF4E-4G inh: eIF4E/eIF4G interaction inhibition in translation initiation; P63073+Q04637; TR-FRET eIF4E-eIF4GI(517-606) binding, 2 h; inhibition, % at 21.7 µM; 220,000 tested, 0.37% active; AID 782;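 also: 0% = full FRET control wells and 100% = background wells lacking eIF4GI fragment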
# Target sequence (P63073 whole entry, looked up, the tested form may be a part): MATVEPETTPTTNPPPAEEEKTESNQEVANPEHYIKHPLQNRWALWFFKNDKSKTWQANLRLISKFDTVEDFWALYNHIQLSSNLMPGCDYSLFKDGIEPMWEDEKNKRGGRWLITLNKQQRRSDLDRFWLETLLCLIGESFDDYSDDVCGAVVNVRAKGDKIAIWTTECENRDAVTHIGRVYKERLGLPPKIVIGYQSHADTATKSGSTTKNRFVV
# Target sequence (Q04637 whole entry, looked up, the tested form may be a part): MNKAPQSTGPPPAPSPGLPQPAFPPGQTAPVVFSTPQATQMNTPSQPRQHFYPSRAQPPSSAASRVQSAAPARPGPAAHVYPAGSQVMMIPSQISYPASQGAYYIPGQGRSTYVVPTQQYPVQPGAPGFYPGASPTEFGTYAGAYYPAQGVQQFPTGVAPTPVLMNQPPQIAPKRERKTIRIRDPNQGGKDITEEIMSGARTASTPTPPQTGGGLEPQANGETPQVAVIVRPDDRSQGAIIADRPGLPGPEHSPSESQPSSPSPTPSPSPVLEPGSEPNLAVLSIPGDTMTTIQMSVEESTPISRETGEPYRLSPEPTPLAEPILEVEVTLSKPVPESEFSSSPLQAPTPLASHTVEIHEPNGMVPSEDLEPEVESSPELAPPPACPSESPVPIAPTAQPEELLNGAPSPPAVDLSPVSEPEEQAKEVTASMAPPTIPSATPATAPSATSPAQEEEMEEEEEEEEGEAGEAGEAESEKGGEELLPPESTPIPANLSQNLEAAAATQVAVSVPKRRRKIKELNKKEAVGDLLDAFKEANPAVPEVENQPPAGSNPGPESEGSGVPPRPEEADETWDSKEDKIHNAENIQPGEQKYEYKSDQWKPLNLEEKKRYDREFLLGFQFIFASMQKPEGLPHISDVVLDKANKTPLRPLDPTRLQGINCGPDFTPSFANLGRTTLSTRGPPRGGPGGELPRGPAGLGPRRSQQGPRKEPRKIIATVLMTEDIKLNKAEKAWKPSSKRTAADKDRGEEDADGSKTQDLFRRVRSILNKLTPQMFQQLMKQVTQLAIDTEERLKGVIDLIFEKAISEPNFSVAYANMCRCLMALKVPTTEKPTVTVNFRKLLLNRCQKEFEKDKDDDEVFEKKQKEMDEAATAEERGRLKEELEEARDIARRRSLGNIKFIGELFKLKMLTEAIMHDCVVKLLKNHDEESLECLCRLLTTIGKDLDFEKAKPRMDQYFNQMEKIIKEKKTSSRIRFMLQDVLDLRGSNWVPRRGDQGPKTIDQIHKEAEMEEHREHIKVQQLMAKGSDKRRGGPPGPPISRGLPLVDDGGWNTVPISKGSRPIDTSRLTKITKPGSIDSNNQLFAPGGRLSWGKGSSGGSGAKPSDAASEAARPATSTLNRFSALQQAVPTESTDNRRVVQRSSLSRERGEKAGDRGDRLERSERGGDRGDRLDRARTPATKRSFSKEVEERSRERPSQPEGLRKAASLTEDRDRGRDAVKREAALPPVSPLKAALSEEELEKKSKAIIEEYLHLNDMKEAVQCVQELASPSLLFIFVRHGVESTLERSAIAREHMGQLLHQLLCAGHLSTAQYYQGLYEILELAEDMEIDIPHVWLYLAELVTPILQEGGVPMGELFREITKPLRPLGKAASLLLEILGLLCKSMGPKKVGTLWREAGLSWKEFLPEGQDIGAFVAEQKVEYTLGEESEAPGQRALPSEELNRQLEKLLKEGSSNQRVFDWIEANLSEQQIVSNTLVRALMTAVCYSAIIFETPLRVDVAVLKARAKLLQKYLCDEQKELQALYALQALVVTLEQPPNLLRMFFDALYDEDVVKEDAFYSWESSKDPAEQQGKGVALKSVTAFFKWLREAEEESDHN
# KLK5 inh: kallikrein 5 (human) inhibition | inhibition, % at 5 µM | AID 873 | recombinant hK5, fluorogenic AMC substrate cleavage | 210,000 tested, 0.59% active | Q9Y337;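 active = inhibition of 40% or more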;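 also: 0% = enzyme controls without compound and 100% = no-enzyme blanks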
# p47phox inh: inhibitors of human p47phox binding; P14598; p47phox/p22phox peptide binding, fluorescence polarization, 2 h; inhibition, % at 24.7 µM; 220,000 tested, 0.53% active; AID 1274;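 also: 0% = p47phox with labelled peptide and 100% = labelled peptide alone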
# 14-3-3 Bad inh: disrupts binding of bovine 14-3-3 zeta to phospho-Bad peptide; P63103; TR-FRET 14-3-3zeta/Dy647-pBad peptide displacement, 1 h; inhibition, % at 21.7 µM; 220,000 tested, 0.71% active;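 active = inhibition above about 70%, limit read from the data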;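 also: 0% = full 14-3-3 plus peptide FRET controls and 100% = background without 14-3-3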
# KCC2 mod: modulates chloride dependent transport by human KCC2 | Q9H2X9 | KCC2 cells, thallium flux FluoZin-2 fluorescence | B-score of Tl+ flux slope (higher = more flux/activation; lower = inhibition) at 10 µM | 190,000 tested, 2.2% active | AID 1456;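 active = thallium flux slope and its plate-corrected score both differing from the plate sample mean at a set confidence after two filtering rounds, in either direction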;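 also: slope of fluorescence scaled to starting intensity during 10 to 20 s after thallium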
# Thrombin inh: inhibitors of human thrombin | P00734 | alpha-thrombin, Boc-VPR-AMC fluorogenic substrate cleavage | inhibition, % at 5 µM | 220,000 tested, 0.26% active | AID 1046;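 active = inhibition at or above 40%; inactive = inhibition below 40%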;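 also: 0% = enzyme with no compound and 100% = wells without enzyme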
#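 signal = AMC fluorescence, 355/460 nm | material = human alpha-thrombin enzyme | control set = enzyme without compound as high, wells lacking enzyme as low | times = reaction at room temperature | read-out basis = percent inhibition scaled between no-compound controls and no-enzyme blanks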
# EBV gp42 block: inhibitors of Epstein-Barr virus glycoprotein 42 | AID 1085 | inhibition, % (tested at 21.74 µM) | Fluorescence polarization binding assay, mP read-out | 220,000 tested, 0.42% active; in the data active = inhibition above about 50%
# Furin inhibitor: inhibitors of human furin; 220,000 tested, 0.061% active; inhibition, % at 30 µM; P09958; purified furin, fluorogenic substrate cleavage; in the data active = inhibition above about 25%; also: inactives centre near -15
# Rad51 HR inh: Rad51 (human) homologous recombination inhibition; Q06609; hRad51 DNA strand exchange, fluorescence dequenching; inhibition, % at 10 µM; 200,000 tested, 0.085% active; AID 1385;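 active = inhibition above 40% at the single screening dose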;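 also: 0% = DMSO control wells and 100% = blanks with heterologous ssDNA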
#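 material = hRad51 filaments on single-stranded DNA | timing = filaments 15 min 37 °C, then compound 30 min | signal = FRET fluorescence dequenching, excitation 485 nm, emission 520 nm | benchmarks = control wells and blank wells on each plate | evaluation = percent inhibition relative to plate controls and blanks | compound = 10 µM final, single point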
# * = called active by the depositor; / = no result given; [ ] = dose if it differs, or a comment.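 The calls were made as follows, unless noted: active = inhibition above about 30% (limit read from the data); inactive = the rest.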
No.	Compound	eIF4E-4G inh	KLK5 inh	p47phox inh	14-3-3 Bad inh	KCC2 mod
1	C=CCOc1ccc(CNc2ccc3[nH]c(=O)[nH]c3c2)cc1	5.1	0.9	-5.5	-12.9	-0.305
2	O=[N+]([O-])c1cn(-c2nc(-c3ccco3)cc(C(F)(F)F)n2)cn1	4.1	-5.1	-12.1	-2.6	/
3	CC(C)c1ccc(CC(NC(=O)c2ccccc2)C(=O)NCC(=O)O)cc1 (stereo not drawn)	0.0	-3.2	0.1	3.3	-1.77
4	N#Cc1c(NC(=O)c2cnccn2)sc2c1CCCC2	0.1	-6.9	-1.5	-19.8	-0.105
5	O=C(NCCN1CCOCC1)c1ccc2c(c1)N(Cc1ccccc1F)C(=O)CS2	0.2	2.2	0.4	1.1	-0.221
6	Cc1cc(C)c2nc(SCC(=O)N3CCCCC3)c(C#N)cc2c1	-7.8	-4.5	-0.1	-2.7[fluorescence artefact?]	0.503
7	Fc1ccc(C2CCCN2Cc2nc(Cc3ccccc3)no2)cc1 (stereo not drawn)	60.4*	-0.9	-6.2	-8.6	-0.0185
8	Cc1ccc(Cn2c(=N)n(CC(=O)c3ccc([N+](=O)[O-])cc3)c3ccccc32)cc1	-9.2	-4.6	15.5	13.9	-0.0112
9	O=S(=O)(Nc1nc2ccccc2nc1Nc1ccc2c(c1)OCO2)c1ccc(F)cc1	4.6	-3.3	-5.7	0.5	-0.205
10	Cc1cc2nc(C3CCCN(C(=S)Nc4ccccc4)C3)[nH]c2cc1C (stereo not drawn)	0.3[fluorescence artefact?]	7.6	-10.9	4.9[fluorescence artefact?]	/
11	CCOC(=O)c1ccc(NC(=O)CSc2nnc(COc3ccccc3OC)n2CC)cc1	5.1	-11.7	-12.9	6.7	-0.626
12	Oc1c(C(Nc2nc3ccccc3s2)c2ccco2)ccc2cccnc12 (stereo not drawn)	-1.3	-262.7	-13.6	6.5	/

No.	Thrombin inh	EBV gp42 block	Furin inhibitor	Rad51 HR inh
1	-0.3	-13.0	-16.3	/
2	6.1	-13.5	-14.3[20 µM]	3.0
3	-7.1	-5.5	-25.2	1.5
4	0.5	-12.1	-3.8	/
5	-2.5	-16.8	-15.0[20 µM]	/
6	-5.2	-8.6	-31.2	13.1
7	-7.7	-6.6	-32.2	0.9
8	1.0	-24.2	-12.0	-2.1
9	10.1	15.2	-19.1	-9.3
10	-2.1	-8.5	-25.0	-3.7
11	-0.1	-17.1	-24.0	3.4
12	2.9	2.5	-13.6	-4.9

# Next results
No.	Compound	eIF4E-4G inh	KLK5 inh	p47phox inh	14-3-3 Bad inh	KCC2 mod
13	COc1ccc(-n2c(SCC(=O)Nc3nccs3)nnc2-c2ccoc2C)cc1	-0.9	-7.7	-7.2	4.4	-0.272
14	CC(=O)Nc1c(C(=O)O)[nH]c2ccccc12	1.3	72.5*	-16.3	0.5[fluorescence artefact?]	-0.829
15	COc1ccc(C(=O)Nc2nncs2)cc1S(=O)(=O)N1CC(c2ccccc2)CC1=O (stereo not drawn)	-8.3	-15.9	-2.6	3.9	/
16	CCCCc1ccc(-c2csc(/C(C#N)=C\c3ccco3)n2)cc1	0.3	2.5	-38.9	-18.2	-0.384
17	CC(=O)Oc1cccc(N2C(=O)C3C(C2=O)C2C=CC3C23CC3)c1 (stereo not drawn)	-2.4	6.9	-9.4	4.3	-0.515
18	Cc1cc(C(F)(F)F)nn1Cc1n[nH]c(=S)n1-c1ccc(F)cc1	-4.3[fluorescence artefact?]	4.2	0.9	-2.9[fluorescence artefact?]	-0.426
19	O=c1[nH]nc(-c2ccc(F)cc2)cc1Cc1ccc(F)cc1	0.3	-1.3	37.3*	2.3	-0.615
20	COc1ccc2c(c1OC)C(=O)N(c1cccc(C)c1)C2=O	0.6	-9.6	-13.9	-3.0	0.138
21	Cc1c(O)ccc(NS(=O)(=O)c2ccccc2)c1C	-1.8	-0.1	-3.1	-11.7	0.666
22	O=C1OCC2=C1C(c1ccc(F)cc1)CC(=O)N2c1ccc(F)cc1 (stereo not drawn)	-2.1	/	-0.8	-4.5	0.211
23	CNCC(O)Cn1c2c(c3ccccc31)CCCC2 (stereo not drawn)	6.2	-3.3	-1.9	0.3	0.441
24	Cc1ccc2cc(C#N)c(NCc3ccccc3)nc2c1	0.8	4.7	-6.0	5.7	0.452

No.	Thrombin inh	EBV gp42 block	Furin inhibitor	Rad51 HR inh
13	-4.6	-3.6	-18.6[20 µM]	-0.4
14	3.8	-18.4	-15.6[20 µM]	4.0
15	-5.4	-8.7	-22.9	2.4
16	7.3	-2.8	-7.7	/
17	1.2	-10.8	-22.9	-2.4
18	-1.7	-15.8	-24.8	8.7
19	-3.6	1.4	-14.6	12.4
20	-2.9	-10.7	5.6	3.0
21	0.9	-1.9	-22.5	1.4
22	-0.9	-3.3	-29.4	/
23	-3.2	-27.8	-20.6	/
24	12.0	-16.5	-7.1	2.3

# The list goes on:
No.	Compound	eIF4E-4G inh	KLK5 inh	p47phox inh	14-3-3 Bad inh	KCC2 mod
25	O=C(NCC1c2ccccc2CCN1C(=O)CN1CCOCC1)C1CCCCC1 (stereo not drawn)	1.4[fluorescence artefact?]	-10.1	5.4	-6.9[fluorescence artefact?]	/
26	N#CC(C(=O)NCCc1ccccc1)c1nc2ccccc2nc1N1CCCCC1 (stereo not drawn)	5.7	-3.2	-7.1	-6.1	/
27	CCCN(CCC)c1ccc(C(O)c2nnc(-c3ccccc3)o2)cc1 (stereo not drawn)	2.1	4.2	-6.0	-6.8	-0.316
28	COC(=O)C1CCN(C(=O)NC(C)(C)C)CC1	-1.5	-7.8	-0.8	2.4	-0.529
29	COc1cccc(-c2nn(-c3ccccc3)cc2CN(C)Cc2ccon2)c1	2.1	0.2	-17.2	6.2	/
30	Oc1[nH]c2ccc(Br)cc2c1N=Nc1nn[nH]n1	-10.2	5.3	-21.6	9.3	1.29
31	Cc1ccccc1NC(=O)CSc1nc2ccccc2c2nc(CCn3cncc3C)nn12	-5.5[fluorescence artefact?]	-3.1	6.0	-22.8	-0.494
32	Cn1cc(C(=O)NCC2COc3ccccc3O2)c(=O)c2cc(S(=O)(=O)N3CCCCC3)ccc21 (stereo not drawn)	4.7	-21.5	-5.4	21.8	-0.288
33	COc1ccc(O)c(CN2CCN(C/C=C/c3ccccc3)CC2)c1	-3.9[fluorescence artefact?]	-27.2	-6.8	73.8*	0.014
34	CCOC(=O)c1ccc(NC(=S)N(CCCN2CCN(CC)CC2)Cc2cccs2)cc1	2.4	0.8	9.6	-2.1	1.32
35	CC(C)C(C(=O)OCC(=O)c1ccccc1)N1C(=O)C2C3C=CC(C3)C2C1=O (stereo not drawn)	-1.0	-7.8	-0.3	-12.1	0.598
36	COc1cccc2c1OC1(C)CC2NC(=O)N1Cc1ccccc1 (stereo not drawn)	0.3	-12.0	-5.3	-1.4	-0.0161

No.	Thrombin inh	EBV gp42 block	Furin inhibitor	Rad51 HR inh
25	-0.1	-10.9	-15.3	1.4
26	-2.9	22.2	-4.0	-2.0
27	-0.1	13.2	-16.8	-1.6
28	-0.9	7.2	-10.5[20 µM]	-11.0
29	-2.5	-4.0	-24.6	-8.3
30	2.1	-11.8	-0.8	8.3
31	-8.7	24.8	-18.4	-2.8
32	-3.5	13.0	-0.7[20 µM]	-3.4
33	-6.8	-23.4	-22.9	/
34	-4.0	0.5	-22.1	0.3
35	1.1	-2.8	-13.6	13.4
36	2.3	-11.5	-20.9[20 µM]	-2.4

# The list continues:
No.	Compound	eIF4E-4G inh	KLK5 inh	p47phox inh	14-3-3 Bad inh	KCC2 mod
37	CN(C)CCNC(=O)Nc1ccc(Cl)c(Cl)c1	-7.4	-7.8	-6.6	4.9	/
38	Cc1cc(C)c(C(=O)COC(=O)c2cccc(S(=O)(=O)NCc3ccccc3)c2)cc1C	-6.8[fluorescence artefact?]	-4.5	-5.8	-1.6[fluorescence artefact?]	-1.42
39	Cc1cc[n+]2cc(-c3cccc([N+](=O)[O-])c3)c(-c3cccc([N+](=O)[O-])c3)cc2c1	9.9	-3.9	12.2	40.0[fluorescence artefact?]	/
40	COc1ccccc1C1(O)CCN(CC(=O)Nc2c(C)nn(C)c2C)CC1	4.4	1.5	-6.3	9.5	-0.048
41	O=C(Nc1nnc(-c2ccco2)s1)C1CCN(S(=O)(=O)c2ccc(Cl)cc2)CC1	/	-95.4	/	/	-0.694
42	CC1=C(C(=O)Nc2ccccc2C)C(c2ccc(C)o2)N2C(=O)CSC2=N1 (stereo not drawn)	6.3	5.8	-12.3	-3.1	-0.294
43	CCc1nc(OCc2ccccc2)c2sc3nc4c(cc3c2n1)COC(C)(C)C4	4.0	7.7	-3.7	4.9	/
44	Cn1cccc1C1NC(=O)c2c(sc3c2CCC(C(C)(C)C)C3)N1 (stereo not drawn)	3.1	-18.6	-11.9	1.1[fluorescence artefact?]	0.0163
45	O=C(c1ccc(Cn2c(=S)[nH]c3cc4c(cc3c2=O)OCO4)cc1)N1CCN(c2ccccc2)CC1	-3.0	-3.6	-8.0	-12.9	0.225
46	COCCCNCCOc1ccccc1-c1ccccc1	-2.6	-16.9	-10.4	29.9[fluorescence artefact?]	-0.585
47	Fc1ccccc1Nc1nc(NCc2ccco2)nc(N2CCOCC2)n1	0.9	-1.1	9.6	-2.9	0.0129
48	CC(C)N(C(=S)NC1CCCCC1)c1ccccc1	1.6	4.1	-9.6	-3.2	-0.978

No.	Thrombin inh	EBV gp42 block	Furin inhibitor	Rad51 HR inh
37	-2.8	-14.3	-21.0[20 µM]	-3.8
38	-12.0	-8.5	-10.7	-9.6
39	0.0	-4.4	2.5	-42.7
40	6.4	-6.9	-13.8	-2.1
41	8.7	/	-28.8	-2.7
42	-3.2	-26.6	-10.2[20 µM]	4.9
43	1.5	-3.2	-8.5[20 µM]	/
44	3.2	-17.7	-8.6[20 µM]	-2.7
45	-5.2	-5.4	-13.4	2.6
46	-7.5	1.1	-11.6	/
47	1.8	-2.8	4.9	24.3
48	-3.2	-19.4	-29.3	10.0

# The last 4 compounds of the section before lead into the next.
No.	Compound	eIF4E-4G inh	KLK5 inh	p47phox inh	14-3-3 Bad inh	KCC2 mod
45	O=C(c1ccc(Cn2c(=S)[nH]c3cc4c(cc3c2=O)OCO4)cc1)N1CCN(c2ccccc2)CC1	-3.0	-3.6	-8.0	-12.9	0.225
46	COCCCNCCOc1ccccc1-c1ccccc1	-2.6	-16.9	-10.4	29.9[fluorescence artefact?]	-0.585
47	Fc1ccccc1Nc1nc(NCc2ccco2)nc(N2CCOCC2)n1	0.9	-1.1	9.6	-2.9	0.0129
48	CC(C)N(C(=S)NC1CCCCC1)c1ccccc1	1.6	4.1	-9.6	-3.2	-0.978
49	CCOC(=O)N1CCN(C(=O)c2ccc3nc4ccsc4c(=O)n3c2)CC1	-1.6	-8.3	-1.8	15.5	0.343
50	O=C(Nc1cc2ccccc2oc1=O)C1CCCCC1	4.7	9.2	5.7	6.5	0.306
51	COC(=O)c1ccccc1NC(=O)Cn1ccnc1	1.6	-11.4	-6.0	-3.8[fluorescence artefact?]	0.236
52	O=C(NCCc1c[nH]c2ccccc12)C(=O)NCC1OCCCN1S(=O)(=O)c1cc(F)ccc1F (stereo not drawn)	1.7	-5.7	-14.7	-11.0	-1.09

No.	Thrombin inh	EBV gp42 block	Furin inhibitor	Rad51 HR inh
45	-5.2	-5.4	-13.4	2.6
46	-7.5	1.1	-11.6	/
47	1.8	-2.8	4.9	24.3
48	-3.2	-19.4	-29.3	10.0
49	0.5	-18.2	-30.7	/
50	-3.1	-12.9	-24.2[20 µM]	-4.9
51	-0.9	-6.2	-16.8[20 µM]	-3.7
52	-13.2	-10.9	-18.0	2.2
